# Bioassay records from PubChem BioAssay.
# PfHsp40 yeast = rescue of yeast from PfHsp40 toxicity, primary screen, S. cerevisiae, ATP luminescence; S. cerevisiae expressing PfHsp40, growth rescue; hit rate 0.68% among 340,000; growth rescue, % at 12.5 µM; in the data active = growth rescue above about 28%, passing the limit was not always enough; inconclusive = no clear call, values can overlap the other calls;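 also: yeast W303a lacking pdr1 and pdr3 grown in galactose medium; growth measured after three days at 30 °C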
# PriA SSB inh = inhibitors of Klebsiella pneumoniae PriA binding to SSB C-terminal tail, primary screen, biochemical, AlphaScreen; PriA–SSB C-terminal tail interaction (Klebsiella pneumoniae); AlphaScreen SSBct-PriA binding, biotinylated peptide; hit rate 0.6% among 430,000; inhibition, % at 33 µM; AID 1272365, 2023; in the data active = inhibition mostly above about 37%, no sharp cut-off; inactive = mostly below about 20%;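 also: plate controls were negative control peptide for no effect and reference peptide for full effect; strong numbers were not always called active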
# Vc quorum ag = inducers of Vibrio cholerae quorum light production without autoinducers, primary screen, BH1578 luxS cqsA deficient, single point | hit rate 0.16% among 350,000 | AID 588436, 2011 | activation, % at 18.7 µM | V. cholerae BH1578 lux reporter, luminescence, 6 h; in the data active = activation mostly above about 9.7%, no sharp cut-off; inconclusive = no clear call, values can overlap the other calls; inactive = mostly below about 3.7%; also: not every result past the cut was called active; inactives centre near 0; reference of the scale not given here
# Anthrax LF inh2 = Bacillus anthracis LF protease inhibitors, primary screen, biochemical, multiplex microsphere, MLPCN library | Lethal factor (Bacillus anthracis), P15917 | multiplex microsphere protease cleavage assay | inhibition, % at 10 µM | hit rate 0.12% among 360,000 | AID 588501, 2011; also: plate controls were buffer without enzyme for full effect and enzyme alone for no effect
# Target sequence (P15917 whole entry, looked up): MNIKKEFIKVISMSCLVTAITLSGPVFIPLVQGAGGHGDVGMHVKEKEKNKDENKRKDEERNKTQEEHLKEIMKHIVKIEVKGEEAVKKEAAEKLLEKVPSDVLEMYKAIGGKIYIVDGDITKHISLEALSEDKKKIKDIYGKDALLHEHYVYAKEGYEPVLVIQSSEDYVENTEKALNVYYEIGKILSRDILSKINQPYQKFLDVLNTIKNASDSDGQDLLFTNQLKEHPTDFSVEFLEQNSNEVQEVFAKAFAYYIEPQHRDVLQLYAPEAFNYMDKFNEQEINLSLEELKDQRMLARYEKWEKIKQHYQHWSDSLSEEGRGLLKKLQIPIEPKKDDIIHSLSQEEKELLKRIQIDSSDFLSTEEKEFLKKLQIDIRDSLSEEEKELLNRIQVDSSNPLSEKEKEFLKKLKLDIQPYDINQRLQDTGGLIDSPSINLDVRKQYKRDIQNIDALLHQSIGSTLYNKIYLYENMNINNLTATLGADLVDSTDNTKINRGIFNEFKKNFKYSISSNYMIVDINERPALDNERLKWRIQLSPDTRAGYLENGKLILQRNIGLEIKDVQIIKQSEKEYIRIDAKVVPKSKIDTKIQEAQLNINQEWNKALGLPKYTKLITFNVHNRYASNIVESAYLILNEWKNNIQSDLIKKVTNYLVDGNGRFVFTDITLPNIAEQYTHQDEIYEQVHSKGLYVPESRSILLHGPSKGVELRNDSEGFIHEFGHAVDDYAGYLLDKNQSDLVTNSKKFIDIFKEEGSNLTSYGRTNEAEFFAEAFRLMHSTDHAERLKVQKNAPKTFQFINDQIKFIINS
# BoNT-A LC inh2 = BoNT/A light chain protease inhibitors, primary screen, biochemical, flow cytometry, MLPCN library; multiplex microsphere protease substrate cleavage; inhibition, % at 10 µM; hit rate 0.17% among 360,000; AID 588499, 2011; also: plate controls were buffer without enzyme for full effect and enzyme alone for no effect
# TcdB GH inh = TcdB glycohydrolase inhibitors, primary screen, biochemical, single point, plate reader | Toxin B (Clostridioides difficile), P18177 | TcdB glycohydrolase enzymatic assay | inhibition, % at 9.99 µM | hit rate 0.24% among 350,000 | AID 652162, 2013; in the data active = inhibition above about 10%
# PrPC TRFRET = inhibitors of human cell surface prion protein PrPC, primary screen, cell-based, TR-FRET | Major prion protein (Homo sapiens), P04156 | TR-FRET read-out | inhibition, % at 13.8 µM | hit rate 0.43% among 370,000; in the data active = inhibition above about 24%; also: 0% = median of the test wells and 100% = reference compound wells
# 3CLpro inhibitor = SARS-CoV 3CLpro protease inhibitors, primary screen, biochemical, quenched FRET; inhibition, % at 6 µM; recombinant SARS-CoV 3CLpro, quenched FRET peptide cleavage; AID 1706, 2009; hit rate 0.14% among 290,000; in the data active = inhibition above about 12%
# Yp Topo-I inh = Yersinia pestis topoisomerase I inhibitors, primary screen, biochemical, cleavage product accumulation, plate reader, single point; Y. pestis Topo-I cleavage product accumulation; AID 504884, 2011; hit rate 0.064% among 360,000; activity, % at 10 µM; in the data active = activity above about 50%, passing the limit was not always enough; inconclusive = no clear call, values can overlap the other calls; also: inactives centre near 2
# * marks the source's active call; other numbers are inactive results; i = inactive; ? = inconclusive; / = no result given; & = joins results of further samples. Rule as the data show it, unless noted: active = inhibition above about 30%; inconclusive = no clear call, values can overlap the other calls; inactive = below that. Not all compounds are listed (hit frequency here may not be typical).
SMILES,PfHsp40 yeast,PriA SSB inh,Vc quorum ag,Anthrax LF inh2,BoNT-A LC inh2,TcdB GH inh,PrPC TRFRET,3CLpro inhibitor,Yp Topo-I inh
Nc1cc(OC(=O)c2ccco2)nn1S(=O)(=O)c1ccc(F)cc1,0.0,-2,-3.0,0,1.2,/,4,3,-4
CN(C)S(=O)(=O)c1ccc(C(=O)N2CCN=C2SCc2cccnc2)cc1,1.0,-15,i,-2,-0.1,/,11,-1,1
CCCS(=O)(=O)c1nc(S(=O)(=O)c2ccc(C)cc2)c(N2CCC(O)CC2)s1,0.6,0,-0.3,4,1.2,3.3,4,7,3
Cc1cc(C)n(-c2nc3ccccc3s2)n1,0.4,-16,i,1,-0.4,0.7,2,-3,1
COc1cc(OC)cc(C(=O)NC2CCN(C(=O)N3c4ccccc4Sc4ccccc43)CC2)c1,1.6,15,i,-8,-0.9,/,-2,2,2
CCCCCCC(=O)NCC(=O)OCC(=O)c1ccccc1,0.2,-5,10,0,-0.2,/,0,0,-3
CC(C)CN(CC(C)C)C(=O)COn1nnc2ccc(S(=O)(=O)N3CCOCC3)cc21,-0.4,-3,i,/,/,0.7,5,/,4
CCCc1cc(=O)oc2cc(OCC(=O)NC3CC(C)(C)NC(C)(C)C3)ccc12,-0.5,6,-2.1,1,0.0,0.0,-3,-3,1
COc1ccc(NC(=O)CNC(=O)C23CC4CC(CC(C4)C2)C3)c(OC)c1,0.0,1,i,0,1.2,3.4,2,/,0
Cn1cccc1Cc1nnc(SCC(N)=O)n1CCc1ccccc1,-0.1,6,-0.2,3,-0.4,1.1,9,-3,9
Cc1cc(N=Nc2ccccc2C(=O)O)c(C)c(C)c1O,150*,11,-4.3,-13,-1.4,5.9,-26,4,7
CC(C)(C)/C=N/NC(=O)CNC(=O)c1ccc2c(c1)OCCO2,1.7,/,0.2,-2,-0.4,1.3,3,0,-9
Brc1ccc(-c2nnc(-c3ccccc3Br)o2)cc1,-0.1,-9,i,2,1.4,/,4,0,-1
O=C(COC(=O)c1ccccc1NS(=O)(=O)c1cccs1)NCC12CC3CC(CC(C3)C1)C2,2.6,-8,-0.4,-5,-0.3,0.0,7,7,35
CCOc1ccc(S(=O)(=O)N2CCOCC2)cc1NC(=O)C1CCC1,-0.4,-7,-0.6,-3,0.5,2.3,-1,-1,-1

# 3 compounds from above, sorted by number of heavy atoms, lowest first.
SMILES,PfHsp40 yeast,PriA SSB inh,Vc quorum ag,Anthrax LF inh2,BoNT-A LC inh2,TcdB GH inh,PrPC TRFRET,3CLpro inhibitor,Yp Topo-I inh
CC(C)(C)/C=N/NC(=O)CNC(=O)c1ccc2c(c1)OCCO2,1.7,/,0.2,-2,-0.4,1.3,3,0,-9
Cn1cccc1Cc1nnc(SCC(N)=O)n1CCc1ccccc1,-0.1,6,-0.2,3,-0.4,1.1,9,-3,9
CCCc1cc(=O)oc2cc(OCC(=O)NC3CC(C)(C)NC(C)(C)C3)ccc12,-0.5,6,-2.1,1,0.0,0.0,-3,-3,1

# Later entries
SMILES,PfHsp40 yeast,PriA SSB inh,Vc quorum ag,Anthrax LF inh2,BoNT-A LC inh2,TcdB GH inh,PrPC TRFRET,3CLpro inhibitor,Yp Topo-I inh
Cc1cc(C(=O)N2CCc3ccccc3C2)c(C)o1,0.3,-4,0.7,?,?,-1.3,-5,/,-3
CC1CCN(C(=O)c2[nH]cnc2C(=O)Nc2cccc(Cl)c2)CC1,2.6,-14,-0.6,4,-0.9,0.5,4,/,12
O=C(CCNC(=O)c1ccc([N+](=O)[O-])cc1)Nc1ccccc1N1CCOCC1,-0.5,5,i,4,-0.9,-1.5,-35,6,-5
CC(C)C(=O)Nc1ccc2c(c1)C(=O)NC2=O,-1.4,1&-1,-0.6,-3,1.4,0.8,-5,-1,-2
O=C(Nc1ccc(Br)cn1)C1CCN(S(=O)(=O)c2cccs2)CC1,1.4,0,-0.5,2,-0.9,1.4,5,7,4
CCS(=O)(=O)c1nc(S(=O)(=O)c2ccc(C)cc2)c(N2CCOCC2)s1,0.7,8,-0.3,8,11,5.3,-1,5,-6
CCN(CC(=O)NCc1ccc(Cl)cc1)C(=O)c1ccc(S(=O)(=O)NCc2ccco2)cc1,-0.2,3,i,1,1.3,1.1,0,-1,-3
COc1ccc2[nH]c3c(c2c1)CCNC3,-1.0,9,-0.4,-7,0.0,-2.8,-1,/,-1
CCCN1C(C)C(C(=O)OCC)=CN(Cc2cccc(I)c2)S1(=O)=O (stereo unspecified),-2.3,-17,-1.5,0,-0.5,/,/,/,15
Cn1c(SCC(=O)N2CCCC2)nnc1-c1ccc(S(=O)(=O)N2CCCC2)cc1,-0.4,-3,-0.4,-1,0.4,/,1,0,-2
CSc1nnc(C)c(=O)n1COC(=O)c1ccc(S(=O)(=O)N(C)C)cc1,-1.4,-10,1.7,0,-0.5,/,4,-9,-3
COc1ccc(C(=O)Nc2c(N)nc(SCC(=O)Nc3ccc(C(C)=O)cc3)[nH]c2=O)cc1,-2.0,-11&-6,-5.0,1,0.3,1.5,-5,-1,1
COc1ccc(NC(=O)CCN2CCN(S(=O)(=O)c3cc(Cl)ccc3Cl)CC2)cc1,1.1,-6,-14,-2,-2.8,/,8,-6,-6
COc1ccccc1CNC(=O)CN(C)S(=O)(=O)c1cccc2cccnc12,0.3,-4,0.4,0,0.1,0.7,0,3,10
O=C(O)C(C/C(=N/O)c1ccc(Br)cc1)P(=O)(c1ccccc1)c1ccccc1 (stereo unspecified),2.2,/,-0.5,-8,-2.0,0.9,-2,1,7
CCc1ccc2[nH]c(=O)c(CN(Cc3ccc(F)cc3)C(c3nnnn3CCN3CCOCC3)C(C)C)cc2c1 (stereo unspecified),-0.9,-6,-0.5,-7,1.5,/,/,2,0
FC(F)(F)c1cc(Cl)c2nc(-c3ccco3)c(Cc3ccccc3C(F)(F)F)n2c1,/,/,/,2,1.5,0.9,8,/,/
O=C(NCc1n[nH]c(=S)n1-c1cccc(Cl)c1)c1cccs1,-2.2,12,i,-3,0.5,0.6,5,1,7
Cc1ccc(S(=O)(=O)NC(CN2CCOCC2)=NCCNS(=O)(=O)c2ccccc2)cc1,0.6,-12,/,-5,-1.0,/,-3,4,2
CC(=O)Nc1nnc([N+](=O)[O-])s1,/,/,-4.8,-5,-0.1,-0.4,7,/,3
COCCN=c1scc(-c2ccccc2)n1/N=C/c1c[nH]c2ccccc12,-0.5,/,i,-3,-1.1,1.1,-3,4,-5
O=S(=O)(N/N=C\c1ccccc1O)c1ccc(Cl)cc1,-0.6,/,0.4,-2,1.3,1.4,-3,1,5
O=C(CN1CCN(S(=O)(=O)N2CCCCCC2)CC1)Nc1ccc(F)cc1,-0.9,-10&-7,i,-1,0.8,1.0,6,-2,3
COc1ccccc1-n1c(SCC(=O)O)nc2sc3c(c2c1=O)CCC3,-1.6,-12,-0.2,-8,-1.3,-0.5,3,-1,6
Cc1nc2c(OCCN3C(=O)c4ccccc4C3=O)cccn2c1N(C)C(=O)CCC1CCCC1,/,/,i,-5,-0.6,1.0,-3,/,17
Cc1ccc(OCC(=O)N/N=C\c2cn(C)c3ccccc23)c([N+](=O)[O-])c1,0.9,/,-0.2,-4,-0.5,/,-7,0,4
Cc1cc(SCC(=O)Nc2ccccc2)n2ncc(-c3ccccc3)c2n1,-1.0,0,0.1,-8,?,1.2,-2,3,15
O=c1nc2ccccc2c2n1CC(CN1CCN(c3ccc(F)cc3)CC1)N2 (stereo unspecified),0.7,1,/,-2,0.8,/,4,5,6
O=C(Nc1ccc([N+](=O)[O-])cc1)c1ccc(Cn2cc([N+](=O)[O-])cn2)cc1,0.1,-2,i,-1,-2.3,0.1,11,-4,-17
COCC(=O)Nc1ccc(C)c(Cl)c1,-0.3,-8,-0.4,6,2.6,/,2,1,-5
COc1cccc(CNCCO)c1OCc1ccc(Cl)cc1,-0.4,8,i,-5,-0.5,3.0,-7,1,6
COc1cc(/C=C/c2cccc[n+]2C)ccc1OCC(=O)Nc1ccccc1,-0.3,0,-0.3,-1,-2.7,1.2,-14,-3,-1
O=C(CN(c1ccccc1F)S(=O)(=O)c1ccccc1)NC1CCCCCC1,-0.4,-11,3.8,-3,0.2,1.2,/,-2,6
CC(=O)OCC1=C(C(=O)O)N2C(=O)C(NC(=O)c3ccc(COc4c(C)cccc4Cl)o3)C2SC1 (stereo unspecified),0.7,-12,-0.2,-1,0.0,3.0,-10,6,11
O=C(CSc1nncs1)NCc1ccc2c(c1)OCO2,-0.2,-5,i,-8,0.4,/,4,-7,11
N#CC1=C(N)C2=CCCC[C@H]2[C@H](c2ccccc2)C1(C#N)C#N,-0.9,-12,i,-1,0.4,/,-6,3,-1
O=C1C=C(c2ccc(-c3ccccc3)c(F)c2)C[C@@H](c2ccc(F)cc2)C1,-1.1,-2,-0.7,-3,0.1,-1.1,3,/,13
O=C(NCc1ccc(Cl)nc1)c1csc([C@@H]2C[C@H](O)[C@@H](CO)O2)n1,/,/,-0.5,3,-0.8,0.3,1,/,0
COc1ccc(CNC(=O)CN2C(=O)CC(c3ccccc3)=Nc3ccccc32)cc1,0.2,-11,-0.7,0,-0.9,-0.3,-3,5,2
O=C(c1cnc2sccn2c1=O)N1CCCc2ccccc21,22,-5,i,-2,-0.4,0.9,-4,/,4
O=C(CN(CC1CCCO1)C(=O)CNS(=O)(=O)c1ccc(Cl)cc1)NCc1ccc(F)cc1 (stereo unspecified),-1.3,2,-0.3,-1,-1.9,0.9,6,3,1
O=C(Nc1ccc(S(=O)(=O)N2CCOCC2)cc1)c1ccccc1F,-0.7,-7,i,9,-4.1,1.5,4,3,0
COc1ccccc1C(N)=S,-0.2,4,-0.4,0,-0.4,1.3,-2,-3,1
COc1ccc(/C(C)=N/NC(=O)c2ccccc2N)cc1,0.5,/,-0.2,-4,-0.5,-0.5,-1,-1,-12
CCc1ccc(OCC(=O)N2CCN(c3ccccn3)CC2)c(Br)c1,2.2,-13,4.3,-2,-2.6,2.3,4,2,24
CC(=O)Nc1cnc(-c2ccccc2C(C)=O)cn1,/,/,i,-2,-0.2,-0.8,8,/,10
CSc1cccc(CN2CCN(CCc3ccccc3)C(CCO)C2)c1 (stereo unspecified),-1.5,-3,i,-2,0.3,1.0,-5,5,6
C=CCOc1c(CNC2CCCC2)cc(Cl)cc1OC,0.6,-2,-0.8,2,-0.4,-0.2,-1,4,-1
CC1c2ccccc2-n2nncc2CN1C (stereo unspecified),0.3,-4,-1.8,-1,-0.3,0.9,-3,/,6
CCCCCCCCCCC[N+](C)(C)CC/C=C1/c2ccccc2Sc2ccc(Cl)cc21,-4.0,-15,-0.2,-1,4.0,/,/,5,7
O=C(O)c1cc(S(=O)(=O)O)cc(Nc2c3ccccc3nc3ccccc23)c1O,2.4,-2,0.6,4,-3.8,1.3,-14,-4,-7
N#CCSc1n[nH]c2nc3c(c(=O)n12)C1(CCCC1)Cc1ccccc1-3,-1.0,-7,i,4,0.5,/,-8,2,-2
O=C(NCc1cc(C(F)(F)F)cc(C(F)(F)F)c1)c1cc(-c2cc(F)ccc2OCC2CCCO2)n[nH]1 (stereo unspecified),/,/,-0.8,-5,-0.3,0.7,11,/,12
COc1ccc2nc(COC(=O)c3cccc([N+](=O)[O-])c3)c(C(C)=O)[n+]([O-])c2c1,-2.1,-9,-0.4,22,2.1,0.3,1,-5,-2
COc1ccc2oc(=O)c(-c3csc(Nc4cccc(O)c4)n3)cc2c1,449*,-20,3.5,3,9.6,/,-1,3,-31
